KAT2A inh – qHTS Assay for Inhibitors of GCN5L2. Potency, µM (titrated, usually from 58.9 µM), for the others: top-dose activity change, negative = inhibition, hits mostly inhibitors. Histone acetyltransferase KAT2A (Homo sapiens), Q92830. 390,000 compounds, 0.21% hits. AID 504327, 2011. GCN5L2 HAT assay, ThioGlo1 CoA-SH fluorescence
Target sequence (Q92830 whole entry, looked up): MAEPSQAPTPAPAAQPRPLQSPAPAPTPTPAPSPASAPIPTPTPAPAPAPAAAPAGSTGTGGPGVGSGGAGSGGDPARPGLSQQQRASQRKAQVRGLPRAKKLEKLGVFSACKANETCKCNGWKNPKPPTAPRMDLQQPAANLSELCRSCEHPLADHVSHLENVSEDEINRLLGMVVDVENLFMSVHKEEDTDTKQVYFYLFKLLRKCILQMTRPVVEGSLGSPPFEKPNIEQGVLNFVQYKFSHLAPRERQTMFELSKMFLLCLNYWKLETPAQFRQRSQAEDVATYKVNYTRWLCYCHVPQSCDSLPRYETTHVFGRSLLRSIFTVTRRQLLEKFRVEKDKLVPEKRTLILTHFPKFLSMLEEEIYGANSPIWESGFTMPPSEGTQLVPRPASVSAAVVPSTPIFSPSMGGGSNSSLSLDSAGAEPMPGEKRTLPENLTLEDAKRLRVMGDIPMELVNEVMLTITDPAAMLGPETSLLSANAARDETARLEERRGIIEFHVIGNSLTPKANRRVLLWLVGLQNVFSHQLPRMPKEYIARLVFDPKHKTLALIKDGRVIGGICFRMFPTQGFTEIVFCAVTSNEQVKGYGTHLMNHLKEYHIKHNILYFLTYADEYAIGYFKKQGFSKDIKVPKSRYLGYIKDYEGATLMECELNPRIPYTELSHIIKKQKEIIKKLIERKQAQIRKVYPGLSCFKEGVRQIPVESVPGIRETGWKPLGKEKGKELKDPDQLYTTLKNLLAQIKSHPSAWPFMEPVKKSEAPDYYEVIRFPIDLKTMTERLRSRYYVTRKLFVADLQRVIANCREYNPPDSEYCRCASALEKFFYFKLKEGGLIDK
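Fluorescence readout, Ex340nm/Em540nm: ThioGlo1 (50uM final) reacts with free CoA thiol released as 20nM GCN5L2 acetylates H3(1-25) peptide (75uM) using acetyl-CoA (70uM). Compound and enzyme sat 15 min beforehand; 20 min room-temperature reaction.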
TDP1 cell CPT – qHTS for Inhibitors of human tyrosyl-DNA phosphodiesterase 1 (TDP1): qHTS in cells in presence of CPT; AID 686979, 2013; chicken DT40 Tdp1-/-;hTDP1 cells + 20 nM CPT, ATP luminescence, 48 h; Potency, µM (highest dose often 46.2 µM), inactives show top-dose activity change, negative = growth inhibition, usual class: inhibitors; 420,000 compounds, 12% hits; also: nearly all actives have a fitted effect of over 55% in size
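Chicken DT40 Tdp1-/- cells stably complemented with human TDP1 were seeded at 400 cells/well in medium containing 20 nM camptothecin, exposed to pin-transferred compounds, and grown at 37 °C for at least 48 hr. Viability was read as ATP luminescence.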
DT40 TDP1 no CPT – qHTS for Inhibitors of human tyrosyl-DNA phosphodiesterase 1 (TDP1): qHTS in cells in absence of CPT | 420,000 compounds, 15% hits | DT40 Tdp1-/- hTDP1 cells, no CPT, ATP luminescence, 48 h | AID 686978, 2013 | Potency, µM (top dose mostly 46.2 µM), without a hit: at the top dose activity change, negative = growth inhibition, hits mostly inhibitors; also: nearly all actives have a fitted effect of over 55% in size
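No-CPT arm: Tdp1-/-;hTDP1 DT40 cells (400/well) plus compounds, incubated ≥48 hr at 37 °C. Readout CellTiter-Glo luminescence.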
* hit, by the source's call; ? = inconclusive; · = not tested or not shown; & = joins results of further samples. Calls follow the shape of the dose curve; as a rule, active = well fitted curve in the direction sought with a large enough effect; inconclusive = small, poorly fitted or top-dose-only effect, or another doubt; inactive = no such curve, though single readings can be large; an effect the other way counts as inactive or inconclusive. % is scaled to controls: 0 for no effect and ±100 for the full control effect; potency is read from the fitted curve at half-maximal effect.

structure,KAT2A inh,TDP1 cell CPT,DT40 TDP1 no CPT
O=C(Nc1ccc(C(F)(F)F)cc1)C1CCCCN1S(=O)(=O)c1ccccc1 (stereo not given),-10%,9.2µM*,29µM*
Cc1ccc(NC(=O)C2CCCN(c3nccc(C)n3)C2)c(C)c1 (stereo not given),-7%,-1%,-24%
CN(Cc1ccco1)c1ncnc2ccc(-c3ccccc3Cl)cc12,-5%&-4%&-13%,21µM*,?
CCc1c(CN2CCN(c3ccccc3F)CC2)csc1C,-5%,?,21µM*
O=C(CNC(=O)c1ccc2ccccc2c1)OCC(=O)N1CCN(S(=O)(=O)c2ccc3ccccc3c2)CC1,-4%,?,?
COC(=O)c1cc(OC)c(OC)cc1NC(=S)N1CCC(C(N)=O)CC1,-4%,-20%,-11%
Cc1ccc(OC(=O)CCNC(=O)c2ccccc2Cl)c(Br)c1,-20%,-4%,-17%
O=C1C2C3C=CC(C3)C2C(=O)N1c1n[nH]c(-c2ccccc2)n1 (stereo not given),-3%,3%,0%
COc1ccc(-n2c(=O)c(CCC(=O)N(C)Cc3ccccc3C)nc3ccccc32)cc1,0%,?,?
Cc1cc(=O)[nH]c(N)n1,-12%,0%,25%
N#Cc1nc(-c2cccs2)oc1NCc1ccccc1,-21%,-18%,-23%
Cc1cccc(OCCNC(=S)NC(=O)c2cccnc2)c1,-6%,?,-9%
COc1ccccc1NC(=O)N1CCCC1,7%,?,-6%
CCO[C@H]1OC(C(=O)NC2CC2)=C[C@@H](C2CCCCC2)[C@@H]1CCCO,20%,21µM*,23µM*
Cc1cccc2cc(CN(CC3CCCO3)C(=S)NCc3ccco3)c(=O)[nH]c12 (stereo not given),-3%,?,-30%
COC(=O)c1ccc(COc2cccnc2[N+](=O)[O-])cc1,-4%,-1%,-25%
CCCN(CCC)c1ccc(/C=C/c2sc3ccccc3[n+]2CCCCI)cc1,·,0.32µM*,0.32µM*
COC(=O)c1cc2oc3ccccc3c2n1CC(=O)Nc1cc(OC)cc(OC)c1,1%,-26%,-18%
Cc1cc(OC(=O)c2ccccc2)n(CCC#N)n1,1%,-2%,?
Cc1cccc(OCCNC(=O)CCc2ccccc2)c1,·,-15%,-9%

Nothing new here: entries from further up.
structure,KAT2A inh,TDP1 cell CPT,DT40 TDP1 no CPT
COC(=O)c1cc2oc3ccccc3c2n1CC(=O)Nc1cc(OC)cc(OC)c1,1%,-26%,-18%
Cc1cc(OC(=O)c2ccccc2)n(CCC#N)n1,1%,-2%,?
Cc1cccc(OCCNC(=O)CCc2ccccc2)c1,·,-15%,-9%

(more compounds)
structure,KAT2A inh,TDP1 cell CPT,DT40 TDP1 no CPT
Cc1ccc(NC(=O)NC2CCCCCCC2)cc1C,-6%,?,-6%
COCc1nc2ccccc2n1Cc1c(F)cccc1Cl,14%,18µM*,13µM*
COc1ccc(CN(C)C(=O)CNC(=O)c2ccc(C)cc2)cc1,-5%,1%,-7%
COc1ccc([C@@H]2CC=C(C(=O)O)CN2S(=O)(=O)c2ccc(Cl)cc2)cc1,-12%,3%,-7%
COc1ccc(C(=O)NCC(=O)OCc2ccc(Br)cc2)cc1,-4%,-3%,0%
CCOc1ccc(N2C(=O)CC(N3CC(C)OC(C)C3)C2=O)cc1 (stereo not given),2%,-3%,1%
O=C(OCCOc1ccccc1)c1cccc(S(=O)(=O)N2CCOCC2)c1,3%,-8%,1%
COc1cc(N2CN=c3s/c(=C\c4ccccn4)c(=O)n3C2)cc(OC)c1OC,-19%,-5%,-26%
CCC(=NNS(=O)(=O)c1ccc(C)cc1)c1ccc(OC)c(C)c1,·,-3%,?
CCOC(=O)c1c(C)oc(NC(=O)COc2ccc(Cl)cc2C)c1C#N,0%,0%,2%
CC(=O)Oc1cccc(C(=O)O)c1OC(C)=O,4%,9%,-5%
O=C(O)[C@H](Cc1ccccc1)N1C(=O)c2c(Cl)c(Cl)c(Cl)c(Cl)c2C1=O,0%,-13%,-3%
CCOC(=O)c1ccc(-n2ccnc2)c(NC(=O)c2ccc(C(C)(C)C)cc2)c1,2%,-9%,1%
Cn1ncc(Oc2ccc([N+](=O)[O-])cc2)c(Cl)c1=O,1%,2%,1%
COc1ccc(N2C(=O)CC(Sc3ccccc3C(=O)O)C2=O)c([N+](=O)[O-])c1 (stereo not given),0%,?,?
COc1cccc(NC(=O)CN(C)C(=O)c2ccccc2OCc2c(C)noc2C)c1,-1%,7%,5%
CN(C)c1cccc(NC(=O)C2(C)Cc3c(-c4cccnc4)ccnc3O2)c1 (stereo not given),·,-24%,?
COc1ccc(CCNS(=O)(=O)c2ccc3c(c2)CC(C)N3C(=O)C2CC2)cc1OC (stereo not given),·,?,?
COc1ccc2ccc3ccc(OC)c(OC(C)=O)c3c2c1,·,-24%,-11%
CCCOc1ccc(Cn2cnc3ccccc32)cc1,1%,?,13µM*
c1ccc(CCc2ccccn2)cc1,·,-5%,-2%
Cc1snc(SCC(=O)N/N=C(\N)COc2ccc(F)cc2)c1C#N,-3%,-23%,?
Cc1c(CCO)c(=O)oc2n[nH]c(-c3ccccc3)c12,-6%,-15%,-30%
COc1ccc(CCNC(=O)C2CC(=O)N(c3ccccc3)C2)cc1OC (stereo not given),-22%,-2%,-13%
CCCNC(=O)c1cc2nc(-c3ccc(Br)cc3)cc(C(F)(F)F)n2n1,-6%,?,?
O=C(Nc1nnc(C2CC2)s1)c1cccc(S(=O)(=O)N2CC(c3ccccc3)CC2=O)c1 (stereo not given),0%,0%,-27%
N#Cc1ccccc1Cn1c(=O)n(-c2ccc(F)c(Cl)c2)c(=O)c2sccc21,-2%,-24%,?
COC(=O)c1cn[nH]c1NC(=S)Nc1ccc(C)cc1Cl,-1%,?,?
Cc1cc(C)c(S(C)(=O)=O)c(Oc2cccc(Cl)c2)n1,-7%,15%,3%
CCNC(=S)NNC(=O)c1cc(-c2cccc(OCC)c2)nc2ccccc12,-6%,15µM*,10µM*
Cc1ccc(NC(=O)Cn2c(=S)[nH]c3ccccc32)cc1,-7%,-28%,?
Nn1c(SCC(=O)NC2CCCc3ccccc32)nnc1-c1cccs1 (stereo not given),3%,4%,?
CC1Cc2ccccc2N1C(=O)COC(=O)c1ccc(S(=O)(=O)N(C)C)cc1 (stereo not given),-2%,0%,-9%
C[C@H]1CN(CCc2ccccc2)C(=O)[C@@H]1CC(=O)Nc1ccccc1,·,-25%,?
O=C(NCCOC(=O)c1ccc(F)cc1)c1ccc(F)cc1,-4%,-8%,23%
CCOc1ccc(-n2c(=O)[nH]cc(C(=O)Nc3ccc(OC)c(OC)c3)c2=O)cc1,3%,-1%,-9%
CCOC(=O)N1CCN(S(=O)(=O)c2ccc(C(=O)Nc3ccc4c(c3)C(=O)NC4=O)cc2)CC1,3%,-16%,-9%
Clc1ccc(-c2n[nH]c3c2CCC3)c(Cl)c1,-10%,-6%,-9%
COc1ccc(NC(=O)c2ccc3c(c2)NC(=O)CS3)cc1,-4%,-24%,0%
O=C1CC(N2CCN(C/C=C/c3ccccc3)CC2)C(=O)N1Cc1ccc(N2CCCC2=O)cc1 (stereo not given),-3%,-9%,0%
COC(=O)c1ccc(CN(c2ccc(C(=O)O)c(O)c2)S(=O)(=O)c2ccc(Cl)c([N+](=O)[O-])c2)cc1,-22%,16µM*,16µM*
O=C(N/N=C\c1cc2c(cc1Cl)OCO2)c1cccs1,-8%,?,?
O=C1c2cccc3c(N4CCCCC4)ccc(c23)C(=O)N1c1cccc(O)c1,-1%,?,?
Cc1c(N(C)S(=O)(=O)c2cccc(C(=O)NCc3cccnc3)c2)c(=O)n(-c2ccccc2)n1C,·,-3%,-15%
Cc1ccc(-n2ncc(C(=O)Nc3ccc(C)c(F)c3)c2C2CCN(C(=O)OC(C)(C)C)CC2)cc1C,-3%,?,?
Nc1ccn([C@@H]2O[C@H](C(=O)N3CCN(Cc4ccccn4)CC3)[C@@H](O)[C@H]2O)c(=O)n1,·,-16%,-2%
Cc1ccc(S(=O)(=O)Nc2ccc(-c3ccc4nncn4n3)cc2)cc1,-5%,-20%,?
CCOc1ccc(NC(=O)Cc2c(O)c3ccccc3[nH]c2=O)cc1,?,-3%,-16%
CCN(CC)CC(O)c1ccc2ccc3ccc(O)cc3c2c1 (stereo not given),·,?,?
CSc1ccc(/C=C/C(=O)OCC(=O)N(C)CCC#N)cc1,-17%,-10%,-6%
CN1CCN(NC(=O)NC2CCCCC2)CC1,-9%,-6%,0%
CCOc1ccccc1N1CCN(S(=O)(=O)c2cccs2)CC1,3%,?,-28%
CCOC(=O)CN(C(=O)CN1CCOCC1)c1ccc(Br)cc1,7%,0%,-10%
C=CCNC(=O)Cn1c(=O)c2c(ncn2CCC(C)C)n(Cc2ccccc2)c1=O,-3%,2%,-28%
CC(C)c1c(C#N)c(N)nc(SCC(=O)c2cc3ccccc3oc2=O)c1C#N,1%,?,?
COc1ccccc1NC(=O)c1ccc(NC(=O)CSc2nnnn2C)cc1,-1%,?,-91%
COCCn1c(C)cc(C(=O)CSc2cc(C)c3ccccc3n2)c1C,-5%,?,?
CCC1CCCCN1C(=O)N[C@@H](CCSC)C(=O)OC (stereo not given in full),0%,-5%,?
O=C(NCc1ccc(N2CCCC2=O)cc1)C1CCC(=O)N(Cc2ccccc2F)C1 (stereo not given),-4%,2%,0%
O=C(NNC(=O)c1ccccc1Cl)c1csc(N2CCOCC2)n1,-23%,-4%,-19%

Whole records from above.
Listed for COc1ccccc1NC(=O)c1ccc(NC(=O)CSc2nnnn2C)cc1 : KAT2A inh: -1%; TDP1 cell CPT: ?; DT40 TDP1 no CPT: -91%
Listed for O=C1c2cccc3c(N4CCCCC4)ccc(c23)C(=O)N1c1cccc(O)c1 : KAT2A inh: -1%; TDP1 cell CPT: ?; DT40 TDP1 no CPT: ?

Other records follow:
structure,KAT2A inh,TDP1 cell CPT,DT40 TDP1 no CPT
CCOC(=O)Cn1cc2c(c1-c1ccc(Cl)cc1)c(=O)n(C)c(=O)n2C,-9%,?,?
COC(=O)c1c(NC(=O)CSc2ncnc3c2cnn3-c2ccccc2Cl)sc2c1CCCC2,-8%,?,?
COC(=O)c1c(NC(=O)/C=C/C(=O)O)sc(C)c1-c1ccc(C)c(C)c1,-5%,?,?
CC(NS(=O)(=O)c1ccc(Br)cc1)C(=O)Nc1nc2ccccc2[nH]1 (stereo not given),-2%,?,?
Cc1cccc(N(CC(=O)NCc2ccccc2)C(=O)Cn2nnc(-c3ccc(C)o3)n2)c1,-1%,-5%,-7%
COC(=O)c1cn(NC(=O)c2cc(OC)c(OC)c(OC)c2)c(=O)c2ccccc12,-6%,?,?
CCOC(=O)C1CN(S(=O)(=O)c2ccccc2)c2cc(S(=O)(=O)CC)ccc2O1 (stereo not given),?,-26%,-1%
Cc1csc(CNC(=O)CC2C(=O)NCCN2Cc2ccc(F)cc2Cl)n1 (stereo not given),-6%,-21%,-12%
CN(Cc1ccccc1)CC(O)CN(C)Cc1ccccc1,·,?,-29%
COc1ccc(C2(O)CCN(C(=O)NC3CCCCC3)CC2)cc1,3%,-13%,-14%
CCN1C(=O)CSc2ccc(C(=O)NCCCN3CCOCC3)cc21,-1%,-14%,10%
O=C(Cc1ccc(Br)cc1)Nc1cccc(-c2cn3c(n2)SCC3)c1,-12%,?,?
CC(C)Oc1ccc(C(=O)NC(=S)Nc2ccc(CN3CCOCC3)cc2)cc1,0%,?,18µM*
CC(C)(C)NC(=O)CSc1nc2cccnc2n1C1CCCCC1,-10%,?,?
Cc1cccc(NC(=O)CN(C)C(=O)Cc2ccc(-c3ccccc3)cc2)c1C,·,?,-18%
O=C(NCCCN1CCOCC1)C1CC(=O)N(c2ccccc2)C1 (stereo not given),-11%,4%,-2%
COc1ccc(OC)c(CNC(=O)CCn2nc(C)c3c(C)n(-c4ccccc4)nc3c2=O)c1,-4%,-4%,10%
COc1ccc(C(=O)Nc2ccccc2C(=O)N2CCCCCC2)cc1OC,-3%,12%,8%
Cc1ccc(-c2noc(CCCC(=O)Nc3cccnc3)n2)cc1,-1%,?,21µM*

Rows were taken by chance (roughly 18% active in at least one column).
